Screening data from PubChem.
EPAC1 antag = blocks human EPAC1 exchange factor | EPAC1 GEF assay, Rap1b-BODIPY-GDP exchange fluorescence | O95398 | AID 720709 | Potency, µM (highest dose often 115 µM), for inactives: at the highest dose activity change, negative = inhibition, actives largely listed as inhibitors | 360,000 tested, 0.14% active;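 further: potency means the concentration at half of the fitted maximal effect; plate controls were vehicle for no effect and positive control for full effect; nearly all actives have a fitted effect of over 50% in size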
IL-2 act = activates IL-2 in a cell-based reporter assay. IL-2 activation reporter assay, cell-based qHTS; stimulated with anti-CD3/CD4/CD28 beads; in transgenic mouse T cells. activation, % (series mostly up to about 46 µM). 360,000 tested, 0.065% active; in the data active means activation above about 50%; inconclusive means mostly about 30% to 49%; further: 0% is about no effect
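Readout is EGFP and DsRed signal by fluorescent plate cytometry after 18 h at 37 degrees C. Transgenic mouse T cells (750/well) received compound for 60 min before bead stimulation (anti-CD3, anti-CD4, anti-CD28); memory T cells served as non-tolerant control.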
PTHR1 agonist = PTHR1 (human) receptor agonism. Q03431. HEK293 GP2 PTHR1 cells, GloSensor cAMP luminescence, 1 h. Potency, µM (series often up to 115 µM), without a hit: at the highest dose activation, usual class: activators. 410,000 tested, 0.075% active. AID 743266; further: potency means the concentration at half of the fitted maximal effect; nearly all actives have a fitted effect of over 55% in size; some results filed as inactive show a strong effect at the top dose; inactives centre near -15; many of its hits are not listed in these tables
Target sequence (Q03431 whole entry, looked up): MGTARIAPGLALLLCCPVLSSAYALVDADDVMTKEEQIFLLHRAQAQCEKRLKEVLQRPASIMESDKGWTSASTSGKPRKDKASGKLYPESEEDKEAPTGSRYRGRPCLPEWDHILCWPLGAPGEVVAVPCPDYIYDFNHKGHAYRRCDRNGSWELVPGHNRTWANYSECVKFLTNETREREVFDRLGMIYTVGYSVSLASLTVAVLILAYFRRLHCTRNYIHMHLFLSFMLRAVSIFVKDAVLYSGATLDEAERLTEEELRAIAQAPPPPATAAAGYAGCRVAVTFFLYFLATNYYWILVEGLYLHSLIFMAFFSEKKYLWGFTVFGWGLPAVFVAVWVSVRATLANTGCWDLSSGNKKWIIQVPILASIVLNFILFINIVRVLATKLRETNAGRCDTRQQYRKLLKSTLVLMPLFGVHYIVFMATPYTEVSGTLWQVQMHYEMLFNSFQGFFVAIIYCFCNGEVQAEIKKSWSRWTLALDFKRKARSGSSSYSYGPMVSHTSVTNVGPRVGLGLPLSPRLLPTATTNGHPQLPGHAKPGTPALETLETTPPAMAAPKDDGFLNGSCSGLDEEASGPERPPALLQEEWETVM
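HEK-293-derived GP2 cells expressing PTHR1 and a GloSensor cAMP reporter, 3,000/well, plated overnight, given luciferin plus IBMX (each 0.5 mM as added) for 1 h at 37 °C, then compound for 1 h at 37 °C. Luminescence was read after 15 min at room temperature.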
GLP-1R inv ag = acts as inverse agonist at human GLP-1 receptor; P43220; HEK293 GLP-1R CRE-luciferase, luminescence, 24 h; GLP-1R form is constitutively active; Potency, µM (top dose mostly 38.3 µM), for the others: at the top dose activity change, negative = inhibition, most hits filed as inhibitors; 410,000 tested, 1.6% active; further: potency means the concentration at half of the fitted maximal effect; on the % scale 0 is the no-effect control and ±100 the full control effect; nearly all actives have a fitted effect of over 55% in size
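Using stably transfected HEK293 (constitutively active GLP-1R, cAMP-luciferase reporter), compounds were incubated 24 hr and luciferase measured by luminescence.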
PI5P4K alpha inh = blocks human PI5P4K alpha kinase activity; P48426; 330,000 tested, 1.2% active; PI5P4Kalpha enzyme, ADP-Glo luminescence, 60 min; active compounds read low; max response, %; active means max response of -50% or lower; inconclusive means between -30% and -50%; inactive means -30% or higher; further: value at the top dose of about 77 µM; on the % scale 0 is the no-effect control and ±100 the full control effect
Target sequence (P48426 whole entry, looked up): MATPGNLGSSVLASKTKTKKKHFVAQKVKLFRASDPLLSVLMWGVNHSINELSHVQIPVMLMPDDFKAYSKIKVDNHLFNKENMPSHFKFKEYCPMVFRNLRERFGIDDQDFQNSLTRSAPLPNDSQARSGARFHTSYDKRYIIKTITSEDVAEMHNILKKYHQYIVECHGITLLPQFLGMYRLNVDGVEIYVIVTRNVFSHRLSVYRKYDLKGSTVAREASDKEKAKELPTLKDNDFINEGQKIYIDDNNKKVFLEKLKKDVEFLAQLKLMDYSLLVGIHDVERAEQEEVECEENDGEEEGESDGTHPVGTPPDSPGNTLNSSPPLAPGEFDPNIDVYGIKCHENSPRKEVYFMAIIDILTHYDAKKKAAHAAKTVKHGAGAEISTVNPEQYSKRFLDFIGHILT
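PI5P4Kalpha ADP-Glo assay; 5 microM ATP final; 60 min RT reaction; HEPES pH 7.4/EGTA/CHAPS, 5% DMSO; controls lacking substrate or enzyme; luminescent end-point.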
EPAC1 ag = EPAC1 (human) agonism; O95398; EPAC1 agonist qHTS, biochemical assay; response scale: 100% = response to 6.5 mM cAMP; Potency, µM (series often up to 154 µM), inactives show at the highest dose activation, hits mostly activators; 360,000 tested, 0.073% active; AID 720707; further: potency means the concentration at half of the fitted maximal effect; nearly all actives have a fitted effect of over 60% in size
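Fluorescent GDP-exchange assay: 100 nM EPAC1 with 250 nM Rap1B preloaded with BODIPY-GDP and 50 uM GDP; compounds tested as concentration series, 5 min at room temperature, then read every 5 min for 30 min (ex 480/em 540 nm); normalized to 6.5 mM cAMP.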
GLP1R ag = agonists of human GLP-1 receptor. HEK293 GLP-1R CRE-luciferase, luminescence, 4-6 h; cells express a hypersensitive GLP-1R form. Potency, µM (doses to about 45.6 µM), inactives show at the highest dose activation, most hits filed as activators. 380,000 tested, 0.007% active. AID 624172; further: potency means the concentration at half of the fitted maximal effect; % of control where 0% means no effect
PLK1 PBD inh = inhibitors of human PLK1 polo-box domain binding; Potency, µM, for the others: max response, negative = inhibition, most hits filed as inhibitors; AID 720504; Plk1 PBD binding of FITC phosphopeptide, fluorescence polarization; P53350; 360,000 tested, 2.8% active; further: potency means the concentration at half of the fitted maximal effect; series mostly up to about 57 µM; on the % scale 0 is the no-effect control and ±100 the full control effect; nearly all actives have a fitted effect of over 65% in size
HEK293 tox = cytotoxicity in counter-screen for GLP-1R inverse agonists; HEK293 cAMP-luciferase reporter cells, luminescence, 24 h; Potency, µM (series often up to 38.3 µM), inactives show top-dose activity change, negative = inhibition, actives largely listed as inhibitors; 410,000 tested, 0.13% active; AID 624418;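 further: loss of luciferase light is scored as toxicity; potency means the concentration at half of the fitted maximal effect; on the % scale 0 is the no-effect control and ±100 the full control effect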
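MLSMR compounds, 24 hr on cells at 37 deg C/5% CO2; luminescence after luciferase reagent (12 min RT). Inhibition counted as the undesired cytotoxic outcome.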
* marks the source's active call; other numbers are inactive results; i = inactive; ? = inconclusive; . = not tested or not shown; [ ] = dose if it differs, or a comment. Unless noted, the call rests on the fitted dose curve; in most records, active means well fitted curve in the direction sought with a large enough effect; inconclusive means small, poorly fitted or top-dose-only effect, or another doubt; inactive means no such curve, though single readings can be large; an effect the other way counts as inactive or inconclusive. A portion of the library, so the mix of outcomes need not match the whole.

SMILES | EPAC1 antag | IL-2 act | PTHR1 agonist | GLP-1R inv ag | PI5P4K alpha inh | EPAC1 ag | GLP1R ag | PLK1 PBD inh | HEK293 tox
Cc1ccc(C(=O)N/N=C\c2ccc[nH]2)cn1 | 0.9% | 0.1 | -21.8%[57.5 µM] | 9.3% | -2.0 | 2.9% | -2.5% | 2.6% | -17.2%
Cc1cccc(C)c1NS(=O)(=O)c1ccc(NS(=O)(=O)c2ccc3c(c2)OCCO3)cc1 | . | . | -28.0% | ? | . | . | -1.0% | . | -9.9%
CCOC(=O)c1c(C)cccc1OCC(N)=O | 10.3% | 3.5 | i | -2.1% | -2.5 | -4.0% | -3.9% | -2.4% | 3.0%
C=C1CCC[C@]2(C)C[C@H]3OC(=O)C(CN4CC(C)OC(C)C4)[C@H]3C[C@@H]12 (stereo partly drawn) | -1.1% | -3.5 | -16.2% | 0.3% | 1.8 | -9.5% | 6.1% | -0.4% | -25.2%
CN(C)c1ccc(CC(=O)N2CCCCC2c2cc(C(=O)Nc3ccccc3)no2)cc1 (stereo not drawn) | 9.5% | -1.0 | -90.3%[inhibitor] | ? | -7.2 | -24.2% | 8.5% | 1.2% | 0.4%
CC(C)COc1ccc(S(=O)(=O)NNC(=O)c2cc3ccccc3o2)cc1 | -1.3% | -5.5 | -39.8%[inhibitor] | ? | 6.2 | -3.1% | 0.2% | 2.5% | -7.9%
Cc1nc(SCC(=O)Nc2c(C)n(C)n(-c3ccccc3)c2=O)c(C#N)c(C)c1C | -5.0% | 0.2 | i | 2.5% | 5.8 | -2.7% | -3.8% | -18.4% | 0.2%
COc1ccc(Nc2ncc(C(=O)Nc3cc(Cl)c(OC)cc3OC)c3ccccc23)cc1 | . | . | -11.6% | -10.7% | . | . | -0.4% | . | 49.4%[activator]
COc1ccc(Cn2c3ccc(OC)cc3c3nc4ccccc4nc32)cc1 | 7.8% | 266.8* | i | 18.5% | 0.7 | 16.0% | -4.3% | -30.0% | 29.0%
O=C(c1ccco1)N1CCCN(Cc2cn[nH]c2-c2ccc(-c3ccccc3)cc2)CC1 | 5.0% | 0.5 | -40.1%[inhibitor] | 5.6% | 8.0 | -10.1% | 24.4% | -4.4% | 11.1%
COC(=O)/C=c1/s/c(=C(\C#N)C(=O)NCc2ccco2)n(-c2ccc(C)cc2)c1=O | -1.0% | 0.1 | i | -0.4% | -0.5 | 7.5% | -3.6% | 2.8% | -5.5%
O=C(O)/C=C1\CCCc2ccccc2C1O (stereo not drawn) | 3.9% | -0.3 | -3.1% | -8.4% | 0.6 | -3.1% | 7.3% | -9.7% | 0.1%
COc1ccc(S(=O)(=O)Nc2ccccn2)cc1C | -23.0% | -2.1 | -2.9% | -11.5% | -3.1 | 1.9% | 6.9% | -24.7% | -7.9%
COc1cccc(OCC(O)CN2CCOCC2)c1 (stereo not drawn) | 9.8% | -1.8 | ? | -16.5% | 2.2 | 1.2% | -11.2% | -10.8% | 2.9%
COc1ccc(-n2c(O)c(Cc3ccccc3)c(=O)n3nc(-c4ccccc4)c(=O)cc23)cc1 | -2.1% | -2.4 | -10.2% | 5.6% | 0.0 | -5.7% | 0.1% | -4.5% | -10.8%
Cc1ccccc1C(=O)NC1CCN(CC(=O)Nc2ccc3c(c2)OCO3)CC1 | -14.3% | -1.4 | i | 0.0% | -4.8 | -12.0% | 1.5% | -0.4% | 0.0%
CCOc1ccccc1NC(=O)C(=O)CC(=O)c1ccc(OC)cc1 | -7.3% | -0.1 | -18.8% | 11.3% | -0.1 | 9.9% | 4.3% | -14.4% | 3.5%
Cn1ncc2c(Nc3ccccc3Br)ncnc21 | 0.0% | -0.4 | -19.3%[57.5 µM] | 8.7% | 0.1 | 2.5% | 2.7% | -0.2% | -17.6%
CNc1ccc(/C=C2\COc3ccccc3C2=O)cc1[N+](=O)[O-] | -14.0% | -0.7 | -35.5% | 9.9% | -3.8 | -3.5% | 14.3% | -5.5% | 1.7%
CCOc1ccc(S(=O)(=O)Nc2ccc(C(=O)NCC(c3ccccc3)N(C)C)cc2)cc1 (stereo not drawn) | -14.8% | -1.1 | -20.0% | ? | -0.2 | -2.3% | 6.7% | -7.4% | -7.5%
CCCNC(=O)C(Cc1ccc(I)cc1)NC(=O)C1CC1 (stereo not drawn) | 0.0% | -3.5 | -4.4% | -1.5% | 6.6 | -24.8% | -2.0% | -6.7% | 4.8%
CC[C@@H]1CC=C[C@H]2[C@H]1C(=O)N(Cc1ccccc1)[C@H]2c1ccc(OC)c(Cl)c1 | -9.4% | -0.3 | i | ? | 7.7 | -9.2% | 4.5% | -4.8% | 27.3%
CCOC(=O)C1CCCCN1C(=O)CCc1c(C)nc2cc(-c3ccccc3)nn2c1C (stereo not drawn) | -0.2% | -0.1 | -4.7% | 5.4% | -2.6 | 4.4% | -4.5% | 9.5% | 2.5%
O=C(Nc1nc(=O)c2ccccc2s1)c1ccccc1 | -16.7% | -1.3 | -8.5%[57.5 µM] | 39.7%[activator] | -12.4 | -4.6% | -2.6% | -14.4% | -13.1%
O=C(Nc1ccc(S(=O)(=O)N2CCCCC2)cc1)c1ccncc1 | -1.2% | -2.1 | i | -6.7% | -1.8 | 3.6% | 0.2% | -9.0% | 17.5%

(further entries)
SMILES | EPAC1 antag | IL-2 act | PTHR1 agonist | GLP-1R inv ag | PI5P4K alpha inh | EPAC1 ag | GLP1R ag | PLK1 PBD inh | HEK293 tox
COc1ccc(C2CC23N=C(c2ccccc2)OC3=O)cc1 (stereo not drawn) | 0.2% | -1.5 | -14.5% | 16.6% | -2.0 | 10.7% | -5.0% | 16.8µM* | 16.8%
Cc1c(-c2ccccc2)oc2c(C(=O)OCC(=O)Nc3ccc(F)cc3)cccc2c1=O | -16.0% | -2.1 | i | 22.3% | -3.4 | -1.2% | -3.6% | -6.9% | 1.4%
COc1ccc(/C=C/C(=O)NC(=S)Nc2ccccc2)cc1OC | -5.9% | -0.3 | -7.3% | 8.1% | -2.3 | 17.7% | 25.3% | -19.0% | -3.6%
O=C1NC(=O)C2(CCCC2c2ccccc2)N1 (stereo not drawn) | 7.4% | 0.2 | i | -10.5% | -1.4 | 12.1% | 0.8% | -4.5% | 14.1%
CCn1c(/C=C/c2ccc([N+](=O)[O-])o2)nc2ccccc2c1=O | 13.4% | 6.9 | -8.0%[57.5 µM] | -51.4% | 2.4 | 15.4% | 13.2% | 14.7% | -24.5%
CCC(C)NC(=O)CSc1nc2ccccc2c(=O)n1CCCC(=O)NCC1CCCO1 (stereo not drawn) | 25.5% | -1.8 | i | 8.0% | -2.0 | 7.4% | -4.3% | -7.3% | 1.7%
O=C(COC(=O)CSCC(=O)N1CCCCC1)Nc1ccc(Cl)cc1 | 0.0% | -2.2 | i | 8.0% | . | 0.0% | -12.2% | -2.8% | -31.4%
Cc1ccc(S(=O)(=O)N2CCCCCC2)cc1C(=O)Nc1cccnc1 | -4.8% | -1.8 | -23.8% | -2.4% | 0.8 | 1.4% | -3.4% | 2.0% | 8.4%
COc1ccc(C(=O)Nc2ccccc2C(=O)N/N=C/c2ccccn2)cc1OC | 2.8% | -1.1 | -12.2% | ? | 2.4 | 13.5% | ? | -14.4% | ?
COc1cc(CNn2c(C)n[nH]c2=S)cc(Cl)c1OCc1ccc(F)cc1 | -1.1% | -1.0 | i | -20.0% | . | 13.7% | 9.6% | -6.6% | 9.8%
CCCCc1[nH]nc2c1C1(C(=O)N(CC)c3ccccc31)C(C#N)=C(N)O2 (stereo not drawn) | -7.9% | 0.1 | i | 1.4% | -0.2 | 0.9% | 13.6% | -5.5% | -15.9%
CCN(CC(=O)Nc1ccc(S(=O)(=O)N2CCCCC2)cc1)Cc1ccccc1 | -3.6% | -5.1 | -54.3%[inhibitor] | ? | 5.8 | -0.6% | 5.2% | -8.7% | 4.6%
CCOC(=O)N1CCC(NC(=O)CNS(=O)(=O)c2ccc(Br)s2)CC1 | -9.0% | 3.9 | -1.5%[57.5 µM] | -4.5% | . | 5.9% | -4.9% | -12.8% | -0.8%
COC(=O)c1sc(NC(=O)CSc2nnc(C(C)C)n2C)nc1C | 4.0% | -3.4 | -5.6% | 16.2% | -0.3 | -2.1% | 4.5% | 0.7% | -16.8%
COc1cc(/C=C/C(=O)Nc2nnc(CC(C)(C)C)s2)cc(OC)c1OC | -7.9% | -0.1 | i | -4.1% | -12.2 | -4.6% | 2.6% | 8.44µM* | 8.6%
Cc1ccc(-c2cc(C(=O)OCC(=O)NC3CC3)c3ccccc3n2)cc1 | -5.3% | 0.3 | i | ? | -5.1 | 0.2% | 12.2% | -3.4% | 0.6%
COCCn1nnnc1C(c1ccc2ncccc2c1)N1CCN(c2ccccc2F)CC1 (stereo not drawn) | 1.3% | -2.5 | -3.0%[57.5 µM] | -6.0% | . | -2.0% | 5.7% | -8.1% | -9.8%
O=C(CCN1C(=O)c2ccccc2C1=O)C1=NN[C@@H]2C(=O)N(c3ccc4c(c3)OCO4)C(=O)[C@H]12 | 10.7% | 0.7 | -0.3% | 32.2%[activator] | -15.8 | 2.5% | 0.1% | 2.0% | -1.8%
Cc1ccc2c(c1)[C@H]1[C@H](CO2)[C@H](c2ccccc2)[C@]2(C)C(=O)Nc3cc(F)c(F)cc3C(=O)N12 | -0.1% | -0.7 | i | ? | 0.7 | -15.3% | -4.9% | 0.9% | -8.9%
COc1ccc(N(CC(=O)NCCSc2ccccn2)S(=O)(=O)c2ccc(C)cc2)cc1OC | 13.7% | -0.4 | i | 9.8% | -7.2 | 5.0% | 18.2% | -22.0% | 1.2%

Results in PTHR1 agonist, GLP1R ag and PI5P4K alpha inh (two entries from above):
| Compound | PTHR1 agonist | GLP1R ag | PI5P4K alpha inh |
| --- | --- | --- | --- |
| CCn1c(/C=C/c2ccc([N+](=O)[O-])o2)nc2ccccc2c1=O | -8.0%[57.5 µM] | 13.2% | 2.4 |
| COc1ccc(S(=O)(=O)Nc2ccccn2)cc1C | -2.9% | 6.9% | -3.1 |
